# Screening results (PubChem BioAssay)
# PDI inh = blocks human protein disulfide isomerase activity | PDI insulin aggregation turbidity, A650, 90 min | inhibition, % at 10 µM | hit rate 0.052% among 350,000 | AID 588391;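 active = mean inhibition across replicates of 30% or more, whatever share of single replicates reach that level; inconclusive = mean inhibition below 30% while every single replicate reaches 30%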;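 also: absorbance from insulin aggregation driven by PDI reduction with DTT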
# Target sequence (P07237 whole entry, looked up): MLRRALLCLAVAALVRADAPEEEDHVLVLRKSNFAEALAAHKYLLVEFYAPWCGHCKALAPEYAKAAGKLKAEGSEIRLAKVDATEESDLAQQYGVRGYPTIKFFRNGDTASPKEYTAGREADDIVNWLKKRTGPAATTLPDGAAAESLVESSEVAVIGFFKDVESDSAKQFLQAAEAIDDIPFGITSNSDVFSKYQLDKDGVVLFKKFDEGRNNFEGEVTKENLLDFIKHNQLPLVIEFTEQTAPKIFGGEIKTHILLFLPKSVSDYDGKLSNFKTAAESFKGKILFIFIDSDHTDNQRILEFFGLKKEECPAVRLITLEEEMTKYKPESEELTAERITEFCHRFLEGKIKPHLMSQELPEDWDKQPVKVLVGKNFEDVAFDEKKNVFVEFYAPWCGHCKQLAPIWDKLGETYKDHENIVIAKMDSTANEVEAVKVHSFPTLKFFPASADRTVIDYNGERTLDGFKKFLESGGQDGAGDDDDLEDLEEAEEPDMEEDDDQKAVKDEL
# ABCB6 inh MLPCN = inhibitors of human ABC transporter ABCB6 | K562-ABCB6 porphyrin accumulation, flow cytometry, 1 h; active compounds read low | fluorescence ratio to DMSO, % at 10 µM | hit rate 0.19% among 360,000 | AID 602162;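 active = fluorescence ratio to DMSO below 75%, the collection mean minus 3 SD; inconclusive = too few cells collected in the well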;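 also: signal is porphyrin accumulated inside mitochondria; 100% equals median channel fluorescence of DMSO control wells; lower ratio means ABCB6 inhibition with less porphyrin fluorescence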
# Cardio protect = protects H9c2 cardiomyocytes from peroxide injury; H2O2 injury protection, ATPLite, 2 h; hit rate 0.63% among 360,000; protection from H2O2 cell death, % at 20 µM;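 active = compounds giving at least 50% protection of heart cells from peroxide-induced death in the single-dose screen, raw or plate-pattern-corrected value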;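 also: 0% = DMSO wells with peroxide and 100% = DMSO wells without peroxide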
# Vif inh = inhibitors of HIV Vif | HEK293T cells, Vif self-association by quenched fluorescence, imaging, 24 h | inhibition, % at 7.49 µM | hit rate 0.35% among 340,000 | AID 602346; in the data active = inhibition above about 50%, passing the limit was not always enough; inconclusive = no clear call, values can overlap the other calls; inactive = below about 31%; also: some results filed as inactive read as strong as hits
# aDG glyco act = increases alpha dystroglycan glycosylation. Pro5-aDG cells, alpha-DG glycosylation AlphaScreen (IIH6); 0% Pro5, 100% B10-LARGE cell signal. activation, % at 10 µM. hit rate 0.22% among 360,000;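 active = activation of at least 8% versus controls, or a plate z-score of at least 8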;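 also: Pro5 are CHO cells carrying HIG-tagged alpha-DG that lacks glycosylation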
# m5-HT2A agonist = activates the mouse 5-HT2A serotonin receptor; activation, % at 7.6 µM; CHO-K1 mHTR2A beta-arrestin complementation, luminescence; percent of 30 µM serotonin response; hit rate 0.66% among 360,000;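 active = activation above a run cutoff, the mean activation of all tested compounds plus 3 SD, cut at about 14% in these data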;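 also: 0% = plate median of compound wells and 100% = 30 µM serotonin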
# Target sequence (P35363 whole entry, looked up): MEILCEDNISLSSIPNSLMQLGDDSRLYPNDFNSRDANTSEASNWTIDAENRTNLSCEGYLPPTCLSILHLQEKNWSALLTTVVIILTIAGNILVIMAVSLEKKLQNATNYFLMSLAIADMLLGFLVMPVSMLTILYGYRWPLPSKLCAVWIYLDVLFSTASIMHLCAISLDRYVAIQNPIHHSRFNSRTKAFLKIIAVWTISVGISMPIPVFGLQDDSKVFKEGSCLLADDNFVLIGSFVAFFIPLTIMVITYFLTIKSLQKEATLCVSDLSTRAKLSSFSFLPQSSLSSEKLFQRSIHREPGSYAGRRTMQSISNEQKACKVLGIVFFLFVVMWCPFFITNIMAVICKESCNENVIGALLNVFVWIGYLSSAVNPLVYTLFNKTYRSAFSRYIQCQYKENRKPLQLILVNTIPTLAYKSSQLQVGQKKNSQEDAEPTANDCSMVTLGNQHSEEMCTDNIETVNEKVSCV
# hiPSC survival = enhancers of human iPSC single-cell survival; survival enhancement, % at 20 µM; hiPSC single-cell survival, ATPlite luminescence; 100% = ROCK inhibitor wells, 0% = DMSO; hit rate 0.044% among 360,000; in the data active = survival enhancement above about 18%;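 also: cells exposed to compounds for 16 hours before the ATP read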
# Exocytosis inh = lytic granule exocytosis inhibition | TALL-104 LAMP-1 surface exposure, flow cytometry; cells stimulated with thapsigargin and PMA | hit rate 0.66% among 360,000 | inhibition, % at 10 µM;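 active = inhibition above about 55%, limit read from the data; inconclusive = no clear call, values can overlap the other calls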
# CaV13 ICDI inh = Disruptors of the CACNA1D IQ motif to Ca2+-dependent inactivation inhibitor domain association, primary screening, Förster resonance energy transfer in intact living … | HEK cells, CFP/YFP FRET ICDI-IQ, plate reader, 10 min; percent FRET-ratio fall versus neutral wells | inhibition, % at 12.3 µM | hit rate 0.098% among 340,000;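 active = mean replicate inhibition of at least 30% and at least 1% of replicates passing that level; inconclusive = only one of the two criteria is met; inactive = neither criterion is met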;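 also: 0% = median of the neutral control wells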
# N-glyco inh = blocks N-linked glycosylation in D54 reporter cells | reporter increase, % at 12.5 µM | D54 ERlucT glycosylation luciferase reporter, 24 h; percent of 100 nM tunicamycin response | hit rate 0.23% among 360,000;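 active = mean luciferase reporter signal, scaled so untreated is 0 and the glycosylation-blocking control 100, at or above a set limit in every replicate; inconclusive = mean reaches the limit but not every replicate does; inactive = mean below the limit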;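 also: luciferase carries N-glycosylation sites so blocking glycosylation raises the light; 0% = median of neutral control wells and 100% = median of 100 nM tunicamycin wells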
# Numbers without * were called inactive; ? = inconclusive; · = not tested or not shown.
SMILES,PDI inh,ABCB6 inh MLPCN,Cardio protect,Vif inh,aDG glyco act,m5-HT2A agonist,hiPSC survival,Exocytosis inh,CaV13 ICDI inh,N-glyco inh
Cc1cc(C(=O)N(C)Cc2c(F)cccc2Cl)c2ccccc2n1,-3.6,99.0,-6.6,-13.4,0.2,2.9,-0.6,-8.3,-3.2,2.3
COC(=O)c1cc(S(=O)(=O)NCCc2ccccc2)c[nH]1,12.5,94.0,-2.0,16.1,0.2,0.6,2.5,-4.0,-6.3,-1.0
Cc1ccc2oc(=O)c(/C=C(\O)c3ccccc3)nc2c1,1.0,93.0,16.0,26.1,0.0,-4.7,-0.5,-1.0,-2.6,-0.5
O=[N+]([O-])c1ccc(CSc2nnc(Cc3ccccc3)o2)cc1,0.1,97.0,-0.7,-0.7,-0.1,0.1,0.7,-2.2,-1.6,-2.9
COc1ccc(CN2CCNC(=O)C2CC(=O)NC2Cc3ccccc3C2)c(OC)c1 (stereo not given),2.5,113.0,0.0,-9.5,-0.6,-5.2,5.2,5.9,-3.9,0.4
COc1ccc(OC)c(NS(=O)(=O)c2ccc(N3CCCC3=O)cc2)c1,-4.6,100.0,-8.8,10.0,0.0,2.9,-0.8,4.5,·,19.2
Cc1ccc(S(=O)(=O)N2CCN(C(=O)c3ccc(N4CCCCC4)c([N+](=O)[O-])c3)CC2)cc1,0.8,96.0,-3.4,27.1,-0.1,3.5,-0.4,-9.4,·,-0.9
S=C1NCN(C2CCCCC2)CN1CCc1ccccc1,2.0,99.0,0.0,-4.3,1.7,1.1,-0.2,-5.3,-19.5,-1.2
CC(=O)N1CCOc2ccc(S(=O)(=O)N(C)c3ccc(C)cc3)cc21,1.1,101.0,-2.5,1.2,0.0,-5.9,0.9,-5.5,-1.9,0.8
CN1CCN(C(=O)C23CCC(C)(c4nc5ccccc5nc42)C3(C)C)CC1 (stereo not given),-1.7,86.0,8.6,-0.5,-0.3,-5.0,2.3,-2.8,-4.5,2.8
O=C(NCc1ccco1)c1ccc(CS(=O)(=O)Cc2ccc(F)cc2)o1,22.5,93.0,9.2,-6.7,-0.3,-4.5,-2.5,-1.4,·,0.9
C=C(C)CSC1=C(C#N)C(c2ccsc2)CC(=O)N1 (stereo not given),0.2,82.0,2.6,-13.1,-0.2,-2.0,0.6,0.6,-3.5,4.5
Oc1ccccc1N1CCN(C(c2ccccc2)c2ccccc2)CC1,0.5,91.0,-2.9,-14.1,-0.1,3.1,-0.7,0.5,-2.8,-1.5
Cc1ccc(CS(=O)Cc2ccc(C(=O)NC3CCCCC3)o2)cc1 (stereo not given),6.1,95.0,1.0,-5.3,0.0,-7.5,-0.4,-0.2,-2.6,2.3
Cc1ccn(C(C)CC(=O)Nc2ccc(-c3ccno3)cc2)n1 (stereo not given),-2.0,94.0,-0.7,4.6,0.0,-1.7,0.0,-7.3,-2.5,2.5
C=CCn1c(SCC(=O)Nc2cc(C)ccc2C)nnc1-c1cnccn1,2.0,95.0,8.8,7.5,-0.1,-3.5,2.7,-1.0,·,-0.6
Cc1ccc(C(C)NC(=O)c2c(-c3ccccc3)noc2C)cc1C (stereo not given),4.0,95.0,-1.6,-7.6,0.3,2.9,-0.3,-0.7,-5.4,0.3
Cc1c(NC(=S)Nc2ccc(Cl)cc2)c(=O)n(-c2ccccc2)n1C,-0.6,94.0,1.6,1.0,0.5,-4.9,1.5,-8.8,0.5,-0.4
C[C@H]1Oc2ccccc2C(=O)C1C(=O)c1ccccc1 (stereo not given in full),-13.2,102.0,-0.6,11.6,-0.1,4.5,-0.9,-7.3,-1.7,1.5
Nn1c(SCC(=O)N2CCCC2)nnc1C1CCCCC1,4.0,79.0,2.8,-6.9,-0.1,4.6,-3.2,-6.5,8.2,1.3
O=C(Nc1ccc(F)cc1)c1ccc2c(c1)S(=O)(=O)N=C1CCCCCN12,3.2,95.0,6.2,4.4,-0.2,-0.7,-2.8,-6.7,-1.8,-0.9
CNC(=O)c1cc2c(s1)CCCCCC2,3.0,101.0,0.0,-13.1,-0.2,5.0,-0.8,-1.3,-4.3,-0.3
O=C(NCCC1=CCCCC1)c1cc(COc2c(F)cccc2F)on1,1.1,99.0,-7.5,-4.6,-0.1,-2.9,-0.4,0.2,-12.1,-1.2
CC1(C)SC(=S)N(NC(=O)Nc2ccccc2)C1N(O)C(=O)Nc1cccc2ccccc12 (stereo not given),-3.7,100.0,-5.3,1.4,0.3,-4.6,-2.2,-6.3,-4.2,-2.3
O=[N+]([O-])c1ccc(/C=N/Nc2nc(N3CCCCCC3)nc(N3CCCCCC3)n2)o1,-4.4,122.0,0.1,1.8,-0.2,5.7,2.3,-1.0,-5.6,0.2
CCOC(=O)c1ccc(NCc2nc3ccccc3[nH]2)cc1,·,93.0,-24.5,·,0.6,-2.5,-0.9,-2.7,-3.4,-4.1
NC(N)=NCCCC(NC(=O)c1ccccc1)C(=O)Nc1ccc2ccccc2c1 (stereo not given),-1.0,97.0,21.4,35.0,0.0,-3.4,0.6,6.1,-4.9,0.7
CNCC(O)CN(c1ccccc1)c1ccccc1 (stereo not given),2.7,99.0,-3.7,-3.6,0.0,-1.3,-1.0,9.6,-1.3,-2.3
O=c1cc(CSc2nc3cc(Cl)ccc3o2)nc2sccn12,10.5,98.0,25.0,0.9,-0.1,-0.4,-4.1,-0.9,-0.8,-3.9
COc1ccccc1NC(=O)CN1C(=O)CC(C)S(=O)(=O)c2ccccc21 (stereo not given),-4.3,102.0,2.1,0.1,0.0,-0.9,-0.1,-0.4,·,0.6
CC1Cc2ccccc2N1C(=O)C1CCCN(S(=O)(=O)c2cccc3nsnc23)C1 (stereo not given),2.4,108.0,-9.4,-19.7,0.7,-5.3,-2.8,0.1,·,0.3
COc1ccccc1NC(=O)N1CCN(c2ccc3nncn3n2)CC1,-16.7,100.0,2.9,10.3,0.0,1.3,-0.6,-2.2,-6.9,-0.9
CCOCCCNC(=O)c1cc(-c2ccc(Br)s2)nc2ccccc12,-6.1,94.0,3.2,-4.7,1.2,5.8,-0.5,-2.1,-4.0,2.3
CC1(C)CC(=O)C2=C(C1)OC(N)=C([N+](=O)[O-])C2c1ccc(F)cc1 (stereo not given),-15.0,96.0,4.1,-0.8,-0.1,-1.1,0.4,-1.1,-20.9,1.7
O=C(Nc1ccccc1F)c1csc(COCCO)n1,-0.8,98.0,0.8,4.1,0.0,8.8,-0.1,-15.0,-6.3,-0.6
COc1ccccc1CCC(=O)N(CCC1=CCCCC1)c1c(N)n(Cc2ccccc2)c(=O)[nH]c1=O,-5.9,105.0,14.5,1.9,1.0,-7.6,-0.4,2.9,-2.4,6.7
COc1ccc(NC(=S)NCc2ccc(S(N)(=O)=O)cc2)cc1OC,3.3,102.0,-5.7,2.7,0.4,3.1,1.0,1.8,-4.0,2.5
Cc1cc(NC(=O)COC(=O)c2nccnc2N)n(-c2ccccc2)n1,1.3,99.0,0.1,-6.5,0.2,-10.3,-0.4,-11.5,1.7,3.8
CCCCCCC(=O)Nc1cc2c(C)cc(=O)oc2cc1C,9.3,86.0,-5.0,-4.8,0.2,-0.4,0.0,3.1,·,2.1
Cc1cccc(NC(=O)CSc2nnc(-c3ccco3)o2)c1,12.8,110.0,0.9,-0.5,-0.2,-0.8,-0.5,-1.9,·,1.8
CCOC(=O)C1CCN(C(=O)COc2ccc(S(=O)(=O)NC(C)C)cc2Cl)CC1,-1.2,94.0,-2.8,2.2,-0.1,3.7,5.4,-2.1,-5.7,2.6
CCN(C(=O)COC(=O)c1cccc(S(=O)(=O)NCc2ccccc2)c1)c1ccccc1,-9.4,99.0,-2.2,-12.7,0.0,-12.7,0.2,1.3,-5.3,-2.2
COC(=O)Nc1nn(-c2ccc(OC)cc2)c(=O)c(C#N)c1C,10.6,105.0,-4.2,-2.1,0.0,-4.4,-0.5,3.0,-3.3,1.0
N#Cc1cnn2ccc(-c3cc(N4CCOCC4)ccc3[N+](=O)[O-])nc12,-9.6,90.0,-3.4,-7.3,-0.2,2.3,-1.1,-0.7,-6.6,0.5
COCCNC(=O)[C@H]1N2C(=O)c3ccccc3C2SC1(C)C (stereo not given in full),3.3,95.0,10.3,3.9,-0.1,1.9,-0.7,-4.6,-4.0,3.4
CCCCCc1ccc(C(=O)CCC(=O)OCC(=O)N(CC)c2c(N)n(Cc3ccccc3)c(=O)[nH]c2=O)cc1,-10.4,98.0,-7.8,2.9,0.0,-6.5,-0.3,9.7,-5.8,14.0
Cc1nn2c(nc1=O)SCC(c1ccccc1)=N2,3.1,85.0,2.8,-1.2,0.0,5.2,-2.7,-3.8,-4.5,2.9
CCC(C(=O)Nc1ccc(C(=O)N2CCCC2)cc1)c1ccccc1 (stereo not given),-8.7,85.0,1.5,-1.9,-0.3,-7.7,-0.2,2.3,-2.2,1.9
O=C1c2cc(F)ccc2-n2c1nc1ccccc1c2=O,-2.7,99.0,-20.7,-11.2,0.2,-2.6,-0.2,3.7,-13.3,-16.1
CN(C)C(=S)N=c1ssc(=S)n1Cc1ccccc1,6.9,98.0,-11.7,1.8,0.1,-24.2,-0.8,13.0,-5.2,6.0
COc1ccccc1CC(=O)Nc1c[nH]c(=O)[nH]c1=O,-8.9,98.0,5.9,-2.2,0.0,3.7,0.7,-6.1,-15.0,2.1
CCN(CC)CCCNC(=O)c1sc2nc(-c3ccc(F)cc3)cn2c1C,9.0,95.0,0.9,5.8,0.0,-5.1,-0.9,5.0,·,-0.2
COc1cc(N/N=C/c2ccc(N(C)C)cc2)ncn1,-9.4,100.0,-31.3,18.5,-0.1,-5.1,-5.0,1.1,-5.0,-15.6
Cn1nnnc1-c1cc(Br)ccc1NC(=O)c1ccccc1,-0.1,105.0,0.0,?,0.3,1.0,1.8,-1.2,-1.8,1.4
Cc1cc(N2CCCC2=O)ccc1S(=O)(=O)NCCOc1ccccc1,1.2,94.0,-4.6,6.3,1.1,0.5,0.4,3.6,-1.0,-1.4
COc1ccc(OCC(=O)N/N=C(\C)CC(=O)Nc2cccc([N+](=O)[O-])c2)cc1,0.8,97.0,-2.1,5.5,-0.1,-2.1,-0.1,21.8,-5.1,3.1
O=C(c1ccc(NC2=NC3CS(=O)(=O)CC3S2)cc1)N1CCN(Cc2ccccc2)CC1 (stereo not given),·,98.0,-4.2,2.3,0.1,7.9,-0.5,-0.7,-6.1,0.2
CC(C)N(CCc1ccncc1)C(=O)Nc1ccc(F)cc1,10.5,92.0,18.5,4.4,-0.1,5.1,0.4,4.4,-6.8,2.7
CCN(CC)C(=O)Cn1cc(SCC(=O)NCc2ccco2)c2ccccc21,9.1,100.0,2.4,-3.7,0.0,4.5,2.0,1.2,-7.3,-0.3
